# High-throughput results deposited in PubChem BioAssay by National Center for Advancing Translational Sciences (NCATS).
# ELG1 genotox = qHTS screen for small molecules that induce genotoxicity in human embryonic kidney (HEK293T) cells expressing luciferase-tagged ELG1; HEK293T ELG1-luciferase reporter, luminescence, 16 h; Potency, µM (top dose mostly 46 µM), inactives show at the highest dose activity change, positive = activation, usual class: activators; hit rate 1.3% among 330,000; AID 504466, 2011; further: % of control where 0% means no effect; nearly all actives have a fitted effect of over 60% in size
#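 Step 1: seed 2,000 HEK293T ELG1-luciferase cells per well. Step 2: add compound or DMSO, incubate 16 hr at 37 °C. Step 3: ONE-Glo, 30 min at room temperature, read luminescence.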
# BRCA1 expr up = qHTS Assay to Identify Small Molecule Activators of BRCA1 Expression; Potency, µM (series often up to 46.1 µM), without a hit: at the top dose activation, most hits filed as activators; AID 624202, 2012; hit rate 1.1% among 380,000; MCF7-BRCA1-FFLuc reporter, luminescence, 48 h; response scale: scaled: vehicle 0%, 10 µM genistein 100%; further: nearly all actives have a fitted effect of over 80% in size; some results filed as inactive show a strong effect at the top dose
#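 Quantitative HTS in MCF7 cells stably reporting BRCA1 expression via firefly luciferase. Compound treatment lasts 48 h at 37 °C in phenol-red free MEM. Activation is expressed relative to genistein at 10 microM and DMSO.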
# RORgamma inh = qHTS for inhibitors of ROR gamma transcriptional activity | Nuclear receptor ROR-gamma (Mus musculus), P51450 | Drosophila S2 Gal4-RORgamma UAS-luciferase reporter, 20 h | Potency, µM (highest dose often 53.6 µM), inactives show at the top dose activity change, negative = inhibition, actives largely listed as inhibitors | hit rate 5.4% among 310,000; further: on the % scale 0 is the no-effect control and ±100 the full control effect; nearly all actives have a fitted effect of over 60% in size
# Target sequence (P51450 whole entry, looked up, the tested form may be a part): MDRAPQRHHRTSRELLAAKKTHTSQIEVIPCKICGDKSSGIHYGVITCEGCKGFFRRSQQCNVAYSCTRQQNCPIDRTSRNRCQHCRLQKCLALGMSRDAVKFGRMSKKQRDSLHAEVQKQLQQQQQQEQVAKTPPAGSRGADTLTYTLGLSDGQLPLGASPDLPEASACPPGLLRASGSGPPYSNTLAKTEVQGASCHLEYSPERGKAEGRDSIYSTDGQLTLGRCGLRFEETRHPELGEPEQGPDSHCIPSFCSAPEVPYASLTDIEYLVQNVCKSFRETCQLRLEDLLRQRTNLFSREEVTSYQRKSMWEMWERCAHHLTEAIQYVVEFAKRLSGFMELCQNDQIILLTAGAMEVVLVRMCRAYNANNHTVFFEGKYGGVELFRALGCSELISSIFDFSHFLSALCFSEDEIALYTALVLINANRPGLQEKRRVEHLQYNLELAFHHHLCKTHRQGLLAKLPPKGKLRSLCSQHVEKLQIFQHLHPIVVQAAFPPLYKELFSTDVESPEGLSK
#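 ROR gamma transcriptional activity was tracked as Gal4-UAS luciferase output in stably transfected Drosophila Schneider cells, with compound added 1 hr before 700 uM copper sulfate induction and a 20 hr ambient-temperature incubation.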
# MBNL1-CUG inh = qHTS Assay for Inhibitors of MBNL1-poly(CUG) RNA binding; Muscleblind-like protein 1 (Homo sapiens), Q9NR56; TR-FRET MBNL1-His/biotin-(CUG)12 binding, 665/545 ratio; Potency, µM (series often up to 57.5 µM), for inactives: at the top dose activity change, negative = inhibition, most hits filed as inhibitors; hit rate 0.036% among 280,000; AID 2675, 2010; active means well fitted inhibition curve with a large enough effect in the signal ratio, with a control signal flat, not every such curve was filed as active; inconclusive means small, poorly fitted or top-dose-only effect, or effect the other way, or a change in a side signal; inactive means no such curve, though single readings can be large or run the other way; the % refers to the signal ratio; further: on the % scale 0 is the no-effect control and ±100 the full control effect
# Target sequence (Q9NR56 whole entry, looked up): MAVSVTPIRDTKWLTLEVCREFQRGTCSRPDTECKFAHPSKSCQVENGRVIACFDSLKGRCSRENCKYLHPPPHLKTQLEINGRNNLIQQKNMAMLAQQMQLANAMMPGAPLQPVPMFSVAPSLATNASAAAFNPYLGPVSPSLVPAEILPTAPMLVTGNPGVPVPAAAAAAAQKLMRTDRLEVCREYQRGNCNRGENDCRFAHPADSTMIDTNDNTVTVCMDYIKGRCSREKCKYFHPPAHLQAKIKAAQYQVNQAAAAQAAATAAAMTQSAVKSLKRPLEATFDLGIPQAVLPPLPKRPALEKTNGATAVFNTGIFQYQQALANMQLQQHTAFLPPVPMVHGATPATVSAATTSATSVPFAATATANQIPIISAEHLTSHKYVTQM
#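 Compound titration spanned 92 nM–58 uM against the MBNL1-His/biotin-(CUG)12 complex. After 60 min at room temperature with 5 nM streptavidin-XL665 and 0.055 ng/ul terbium anti-His, ratiometric 665/545 nm emission (Ex 340 nm) normalized to controls.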
# Rab9 prom act = qHTS Assay for Rab9 Promoter Activators | Huh7 Rab9 promoter-luciferase reporter, luminescence, 24 h | hit rate 2.8% among 320,000 | Potency, µM (top dose mostly 9.22 µM), for inactives: at the highest dose activation, negative = inhibition, actives largely listed as activators; further: % of control where 0% means no effect; nearly all actives have a fitted effect of over 60% in size
#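 Cells were plated at 1500 per well in reduced-serum medium with 10% FBS and left 2 h. Compound in DMSO was then added for 24 h at 37 °C. Reporter signal was read by luminescence after 10 min with luciferase detection reagent.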
# FLuc modulator = qHTS profiling assay for firefly luciferase inhibitor/activator using purifed enzyme and Km concentrations of substrates (counterscreen for miR-21 project); Luciferin 4-monooxygenase (Photinus pyralis), P08659; purified FLuc, Km substrates, luminescence inhibition; Potency, µM (highest dose often 57.5 µM), without a hit: at the top dose activity change, negative = inhibition, actives largely listed as inhibitors; hit rate 6.9% among 360,000; AID 588342, 2011;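 further: plate controls were vehicle for no effect and reference inhibitor for full effect; nearly all actives have a fitted effect of over 55% in size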
#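 Biochemical qHTS of compounds, final roughly 60 µM downward over six points, against 10 nM purified firefly luciferase using Km concentrations of substrates (10 uM D-luciferin, 10 uM ATP) in Tris acetate pH 7.5 buffer; luminescence output.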
# NPC1 promoter act = qHTS Assay for NPC1 Promoter Activators | Huh7 NPC1 promoter luciferase reporter, 24 h | Potency, µM (highest dose often 9.22 µM), without a hit: top-dose activation, actives largely listed as activators | hit rate 2.4% among 320,000;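 further: % of control where 0% means no effect; nearly all actives have a fitted effect of over 60% in size; reporter is driven by a mutant NPC1 promoter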
#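 Compounds in DMSO were transferred onto Huh7 NPC1-luciferase reporter cells pre-incubated 2 h; after 24 h at 37 °C, Amplite reagent was dispensed and luminescence recorded 10 min later.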
# VP16 counter = VP16 counterscreen qHTS for inhibitors of ROR gamma transcriptional activity; AID 2546, 2010; Drosophila S2 Gal4-VP16 UAS-luciferase, luminescence, 20 h; hit rate 3.5% among 310,000; Potency, µM (highest dose often 53.6 µM), without a hit: at the top dose activity, negative = inhibition, usual class: inhibitors;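 further: Gal4-VP16 expression switched on by copper sulfate through the metallothionein promoter; on the % scale 0 is the no-effect control and ±100 the full control effect; nearly all actives have a fitted effect of over 50% in size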
# uPA surface inh = qHTS for Inhibitors of Cell Surface uPA Generation; cell surface uPA generation assay, qHTS; Potency, µM (top dose mostly 38.3 µM), without a hit: at the highest dose activity change, negative = inhibition, actives largely listed as inhibitors; hit rate 0.31% among 330,000; AID 540303, 2011; active means well fitted inhibition curve with a large enough effect; inconclusive means small, poorly fitted or top-dose-only effect; inactive means no such curve, though single readings can be large or run the other way; tested in mouse RAW 264.7 cells; further: on the % scale 0 is the no-effect control and ±100 the full control effect; nearly all actives have a fitted effect of over 55% in size
# p53 reactivator = qHTS assay for re-activators of p53 using a Luc reporter | H1299 p53-A138V BP100-luciferase reporter, luminescence, 24 h | AID 504706, 2011 | Potency, µM (doses to about 92.2 µM), for the others: at the top dose activity change, positive = activation, actives largely listed as activators | hit rate 0.063% among 320,000; further: % of control where 0% means no effect; nearly all actives have a fitted effect of over 45% in size
#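 H1299 (p53-null), stable ts p53-A138V + BP100-Luc; 1000 cells/well, Opti-MEM/10% FBS; cpd 4 pt, 1:5; 24 h, 37 deg C, 5% CO2; detection reagent 10 min RT; luminescence.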
# The depositor's hits bear a star; ? = inconclusive; nt = no result given; [ ] = dose if it differs, or a comment. Unless noted, the call rests on the fitted dose curve; in most records, active means well fitted curve in the direction sought with a large enough effect; inconclusive means small, poorly fitted or top-dose-only effect, or another doubt; inactive means no such curve, though single readings can be large; an effect the other way counts as inactive or inconclusive. Potency means the concentration at half of the fitted maximal effect.
SMILES,ELG1 genotox,BRCA1 expr up,RORgamma inh,MBNL1-CUG inh,Rab9 prom act,FLuc modulator,NPC1 promoter act,VP16 counter,uPA surface inh,p53 reactivator
O=C(Nc1ccc2c(c1)OCO2)c1ccc(S(=O)(=O)N2CCCC2)cc1,-2.9%,-7.9%,4.2%,-7.0%,-4.3%,1.1%,-13.6%,-1.3%,3.6%,-1.5%
CCOC(=O)N1CCN(S(=O)(=O)c2c(C)nn(C)c2C)CC1,-2.6%,-9.0%,1.7%,0.3%,1.2%,7.4%,-2.6%,-3.4%,-4.9%,6.0%
O=C(Cc1ccccc1)Nc1nnc(-c2ccco2)s1,?,43.3%,?,28.4%,28.4%,-3.1%,18.3%,15.9%,-3.2%,6.6%
O=C(O)C/C(=C\c1cc2c(cc1Br)OCO2)c1nc2ccccc2s1,-0.2%,-3.2%,-10.3%,10.7%,-6.0%,-6.0%,-1.9%,6.6%,2.7%,4.7%
O=C(NCCSc1ccccc1)c1ccccc1,?,?,-24.9%,1.2%,2.51µM*,?,2.51µM*,-22.7%,-2.0%,?
CC(Oc1ccccc1)C(=O)Nc1cccc(-c2nc3ccccc3[nH]2)c1 (stereo unspecified),-4.5%,41.0%,?,-1.8%,-0.5%,12µM*,-0.4%,-14.0%,1.1%,?
Nc1c2c(nc3sc4c(c13)CCCC4)CCCCCC2,5.1%,-14.3%,-26.5%,-19.6%,15.9%,?,17.8%,-9.5%,5.7%,19.5%
O=C(Cc1c(O)c2ccccc2[nH]c1=O)NCc1ccccc1,3.8%,2.2%,10.7%,-5.7%,0.4%,-2.2%,7.9%,-3.8%,-1.4%,-3.3%
COc1ccc(C2CC(c3ccccc3)=NN2C(=O)CSc2nccc(=O)[nH]2)cc1 (stereo unspecified),14.7%,13.0%,9.8%,3.5%,10.1%,?,2.3%,29.0%,-4.1%,6.8%
COc1ccc(OC)c(CNC(=O)C2CCCN(S(=O)(=O)N3CCC(C)CC3)C2)c1 (stereo unspecified),-4.3%,-12.0%,0.1%,-9.6%,-3.5%,0.1%,-1.5%,-2.3%,7.5%,-12.8%
C[C@H](CO)N1C[C@H](C)[C@@H](CN(C)S(=O)(=O)c2ccc(F)cc2)Oc2ccc(NC(=O)Nc3ccc(C(F)(F)F)cc3)cc2C1=O,-6.4%,-53.0%,nt,nt,nt,nt,nt,nt,-22.8%,-7.7%
Cc1ccccc1Cn1nc(C)c(NC(=O)c2cc(-c3cccs3)on2)c1C,-6.7%,-23.2%,?,-5.1%,-1.4%,-1.3%,-0.6%,-18.4%,nt,-16.3%
CC1CCC2(CC1)NC(=O)N(CC(=O)NCc1ccc(Cl)cc1)C2=O (stereo unspecified),2.0%,-27.4%,nt,nt,nt,nt,nt,nt,-3.3%,-12.9%
CCc1ccccc1NC(=O)c1noc(C(C)C)c1[N+](=O)[O-],0.3%,-12.1%,33.8%,-1.2%,-1.5%,-4.8%,-1.8%,-8.4%,-7.1%,-14.1%
COc1ccccc1Nc1nc(-c2cccc(N3C(=O)c4ccccc4C3=O)c2)cs1,1.5%,-9.2%,21.3%,24.0%,-3.9%,6.75µM*,-1.0%,4.8%,2.9%,-14.5%
Cc1ccc(Nc2nnc(SCC(=O)Nc3cccnc3Cl)s2)cc1C,6.0%,-22.9%,-41.3%,-4.4%,-8.5%,1.07µM*,-3.8%,-26.2%,?,9.3%
CCN(CC)S(=O)(=O)c1cc(C(=O)O)ccc1Cl,-7.6%,2.4%,1.2%,-6.7%,-1.0%,-1.0%,5.6%,5.0%,nt,-5.0%
CC1Cc2ccccc2N1C(=O)COC(=O)c1ccc(N(C)C)cc1 (stereo unspecified),0.3%,7.1%,nt,nt,-5.7%,nt,5.6%,nt,-19.2%,1.0%
CCN(CC(=O)Nc1c(F)cccc1F)C(=O)CCNC(=O)c1ccccc1OC,0.6%,5.3%,nt,nt,-1.3%,4.1%,2.3%,nt,0.9%,8.8%
Clc1ccc(-c2cn3cccnc3n2)cc1Cl,?,?,?,10.2%,?,16.9µM*,?,12.0%,-2.7%,28.2%
CN(CC(=O)Nc1ccc(F)cc1)C(=O)COC(=O)C1CCN(c2ccc(C(F)(F)F)cn2)CC1,0.5%,12.8%,nt,nt,1.2%,1.0%,-0.6%,nt,2.6%,0.3%
Cc1[nH]c2ccccc2c1/C=N\NC(=O)CNc1ccc2c(c1)OCO2,0.2%,-17.3%,-1.4%,0.1%,-5.7%,10.7µM*,1.5%,?,12.7%,-0.9%
COc1cccc(-c2ncc3ccccc3c2COC(=O)N2CCCCC2)c1,-6.5%,-3.9%,nt,nt,-5.0%,-7.1%,0.2%,nt,-9.3%,-11.9%
CC(C)Oc1cccc(C(=O)C2CCCN(C(=O)c3ccnn3C)C2)c1 (stereo unspecified),2.4%,1.2%,26.7%,0.3%,7.4%,-2.3%,-1.4%,-24.0%,-9.6%,1.6%
CCOc1ccc2cc(S(=O)(=O)N3CCN(C)CC3)ccc2c1,-0.1%,-14.7%,11.0%,5.6%,2.6%,-6.3%,-2.3%,-7.0%,-2.2%,-0.7%
SMILES,ELG1 genotox,BRCA1 expr up,RORgamma inh,MBNL1-CUG inh,Rab9 prom act,FLuc modulator,NPC1 promoter act,VP16 counter,uPA surface inh,p53 reactivator
Cc1nc2sc(C(c3cccc(F)c3)N3CCC(C)CC3)c(O)n2n1 (stereo unspecified),1.1%,-35.1%,-9.8%,5.9%,-2.4%,-1.9%,-2.2%,8.7%,1.1%,-1.5%
C#CCOCCOCCOCCNc1nc(N2CCN(C(=O)C([C@@H](C)CC)n3cc(C(N)CC(C)C)nn3)CC2)nc(N2CCN(C(=O)[C@H](CCC(=O)O)n3cc(C(N)Cc4ccc(O)cc4)nn3)CC2)n1 (stereo partly specified),0.9%,16.6%,-4.5%,-8.5%,6.0%,-0.9%,0.0%,-7.9%,-1.6%,-1.3%
CCOCC(=O)Nc1cccc(Br)c1,3.4%,8.0%,-27.0%,-25.7%,0.6%,-38.7%,-0.1%,-17.7%,1.3%,-4.8%
COc1cc(OC)cc(C(=O)NNC(=O)NC2CCCCC2)c1,2.4%,-20.1%,8.4%,-2.7%,1.5%,1.2%,-2.1%,-4.0%,0.0%,-1.1%
COc1cc(CC(=O)OCC(=O)N2CCN(C(=O)c3ccco3)CC2)cc(OC)c1OC,4.4%,-2.2%,nt,nt,nt,nt,nt,nt,20.3%,2.6%
O=S(=O)(c1ccc(F)c(F)c1F)N1CCN(C(=S)Nc2ccccc2)CC1,-7.2%,-22.2%,-16.2%,-3.5%,-1.0%,2.7%,-2.0%,-15.0%,-1.1%,2.6%
O=C1c2cccc([N+](=O)[O-])c2C(=O)N1C1CCCCC1,0.2%,0.0%,-20.1%,?,3.9%,-1.7%,-5.9%,-0.1%,0.4%,1.6%
CCOc1ccc(NC(=O)Nc2ccc(Cc3ccncc3)cc2)cc1,-0.8%,-18.3%,-0.9%,-3.1%,0.5%,0.2%,1.1%,-12.6%,1.2%,-3.6%
COC(=O)C1=C(C)N(c2ccc(Cl)c(Cl)c2)C(=O)C1,3.6%,-49.6%,4.47µM*,-0.6%,-21.9%,-5.5%,-16.6%,12.6µM*,-9.0%,-27.4%
COC(=O)C1=C(C)N(c2ccc(C)c(C)c2)/C(=C/c2ccco2)C1=O,11.1%,-25.1%,3.9%,-3.2%,-9.8%,0.8%,-1.6%,-1.7%[10 µM],1.7%,1.3%
CCN1CCN(c2oc(-c3ccco3)nc2C#N)CC1,-0.1%,14.6%,-22.2%,3.4%,-0.1%,-1.5%,0.2%,0.9%,-0.3%,-1.8%
COc1ccc(C2Nc3ccccc3C(=O)N2c2ccccc2)cc1CSc1ccccn1 (stereo unspecified),-2.9%,12.7%,18.8%,12.0%,-0.7%,-0.3%,-2.8%,-6.5%,-17.5%,13.8%
N#Cc1c(NC(=O)C2CC2)sc2c1CCCCC2,?,94.2%,32.5%,-10.2%,?,?,?,0.5%,1.5%,17.6%
CCOC(=O)N1CCN(C(=O)c2cn(CC)c3ccc(S(=O)(=O)N4CC(C)CC(C)C4)cc3c2=O)CC1 (stereo unspecified),-2.4%,-8.6%,35.5%,3.5%,-2.6%,0.5%,-2.6%,-8.9%,-10.3%,-4.6%
Cc1cnc(NC(=O)C2CCCO2)s1 (stereo unspecified),-0.6%,-0.8%,-14.9%,-6.6%,13.8%,2.1%,-6.8%,3.8%,nt,5.5%
CCOC(=O)c1ccc(NC(=O)C2(c3ccccc3)CCOCC2)cc1,-1.6%,0.0%,?,-11.8%,0.2%,-1.2%,-1.3%,24.5%,-3.0%,-2.8%
